# Screens from PubChem.
# CIT2-GFP yeast = alters CIT2-GFP fluorescence in TOR pathway yeast screen. GFP response vs DMSO, % at 10 µM. 0.065% of 320,000 active. S. cerevisiae CIT2-GFP strain, flow cytometry, 3 h; 100 means same as DMSO wells;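 active = GFP response relative to DMSO above a set limit, near the screen mean plus 3 SD, cut at about 150% in these data; inconclusive = Fewer than 70 cells measured for a yeast strain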;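 also: ratio of well median GFP fluorescence to mean of DMSO wells on the plate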
# CR mimetic SO = yeast age-related superoxide inhibition as caloric restriction mimetic | superoxide response (% of plate mean), % at 10 µM | 0.18% of 330,000 active | S. cerevisiae aged cells, superoxide DHE fluorescence; stronger effect = lower value | AID 2690;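 active = superoxide response under a set limit, about three screen SD below normal, cut at about 65% in these data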;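 also: yeast aged for seven days with compound at 30 °C before DHE staining; 100% = average MFI of all compound-treated wells on the plate with controls excluded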
# AGP1 TOR yeast = modulators of TOR pathway AGP1-GFP in S. cerevisiae. S. cerevisiae AGP1-GFP multiplex flow cytometry, 3 h; GFP as percent of DMSO wells. GFP response vs DMSO, % at 10 µM. 0.02% of 320,000 active;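 active = GFP response relative to DMSO above a set limit, near screen average plus 3 SD, cut at about 150% in these data; inconclusive = fewer than 70 cells counted for the yeast strain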;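 also: median GFP channel fluorescence of the gated AGP1 strain per well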
# MEX-5 binding = C. elegans MEX-5 TCR-2 RNA binding activity; Q9XUB2; MEX-5/FITC-TCR2 RNA binding, fluorescence polarization; stronger effect = lower value; activity score (negative = inhibition of binding), % at 10 µM; 0.38% of 300,000 active;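 active = inhibition past about -25% in most replicates, and total fluorescence under double the plate's negative control median, limit read from the data; inconclusive = replicates evenly split on the limit, or fluorescence at least double controls; inactive = too little inhibition in most replicates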;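 also: 0% = DMSO and -100% = 5 µM competing unlabeled TCR2 RNA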
# GLD-1 TGE inh = GLD-1-TGE RNA interaction inhibition (C. elegans) | inhibition, % at 5.96 µM | AID 2280 | 0.44% of 320,000 active | purified GLD-1 + fluorescein TGE RNA, fluorescence polarization | Q17339;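 active = percent inhibition above a per-plate cutoff, the plate mean of test compounds plus 3 SD, cut at about 30% in these data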;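 also: 0% = DMSO wells with GLD-1 and probe and 100% = wells lacking GLD-1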
# Bcl-xL primary = Bcl-xL (human) inhibition; GST-Bcl-xL / FITC-Bim BH3 peptide fluorescence polarization; inhibition, % at 10.9 µM; 0.7% of 320,000 active; AID 2129;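 active = inhibition above the mean of all tested compounds plus 3 SD, cutoff set per campaign, cut at about 30% in these data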;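 also: 0% = DMSO wells and 100% = unlabeled Bim-BH3 peptide competitor; inhibitors lower millipolarization by displacing the labeled peptide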
# GRK2 aptamer HTS = human GRK2 inhibition via aptamer displacement | AID 488847 | inhibition of aptamer binding, % at 10 µM | P25098 | bead flow cytometry, FAM-aptamer displacement from GRK2 | 0.59% of 330,000 active;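 active = inhibition of aptamer binding above 40%, roughly 3 SD of noise, on plates passing a quality check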;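 also: median bead fluorescence of bound FAM aptamer so fluorescent compounds give negative values; no value below 0 was filed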
# MCL1-BIM inh = MCL1-BIM-BH3 interaction inhibition (human). Q07820. GST-MCL1 / FITC-Bim-BH3 fluorescence polarization. inhibition, % at 10.9 µM. 0.68% of 320,000 active. AID 2057;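 active = inhibition above the mean inhibition of all tested compounds plus 3 SD, set per campaign, cut at about 40% in these data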;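 also: 0% = DMSO wells and 100% = unlabeled Bim-BH3 peptide control; higher means more loss of mP so more displacement of Bim peptide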
# VLA-4 inh = inhibition in a human VLA-4 binding assay. VLA-4 expressing cells, ligand binding flow cytometry. AID 2557. inhibition, % (about 7 µM as worked out from the volumes in the protocol). 0.2% of 330,000 active; in the data active = inhibition above about 50%
# Target sequence (P13612 whole entry, looked up): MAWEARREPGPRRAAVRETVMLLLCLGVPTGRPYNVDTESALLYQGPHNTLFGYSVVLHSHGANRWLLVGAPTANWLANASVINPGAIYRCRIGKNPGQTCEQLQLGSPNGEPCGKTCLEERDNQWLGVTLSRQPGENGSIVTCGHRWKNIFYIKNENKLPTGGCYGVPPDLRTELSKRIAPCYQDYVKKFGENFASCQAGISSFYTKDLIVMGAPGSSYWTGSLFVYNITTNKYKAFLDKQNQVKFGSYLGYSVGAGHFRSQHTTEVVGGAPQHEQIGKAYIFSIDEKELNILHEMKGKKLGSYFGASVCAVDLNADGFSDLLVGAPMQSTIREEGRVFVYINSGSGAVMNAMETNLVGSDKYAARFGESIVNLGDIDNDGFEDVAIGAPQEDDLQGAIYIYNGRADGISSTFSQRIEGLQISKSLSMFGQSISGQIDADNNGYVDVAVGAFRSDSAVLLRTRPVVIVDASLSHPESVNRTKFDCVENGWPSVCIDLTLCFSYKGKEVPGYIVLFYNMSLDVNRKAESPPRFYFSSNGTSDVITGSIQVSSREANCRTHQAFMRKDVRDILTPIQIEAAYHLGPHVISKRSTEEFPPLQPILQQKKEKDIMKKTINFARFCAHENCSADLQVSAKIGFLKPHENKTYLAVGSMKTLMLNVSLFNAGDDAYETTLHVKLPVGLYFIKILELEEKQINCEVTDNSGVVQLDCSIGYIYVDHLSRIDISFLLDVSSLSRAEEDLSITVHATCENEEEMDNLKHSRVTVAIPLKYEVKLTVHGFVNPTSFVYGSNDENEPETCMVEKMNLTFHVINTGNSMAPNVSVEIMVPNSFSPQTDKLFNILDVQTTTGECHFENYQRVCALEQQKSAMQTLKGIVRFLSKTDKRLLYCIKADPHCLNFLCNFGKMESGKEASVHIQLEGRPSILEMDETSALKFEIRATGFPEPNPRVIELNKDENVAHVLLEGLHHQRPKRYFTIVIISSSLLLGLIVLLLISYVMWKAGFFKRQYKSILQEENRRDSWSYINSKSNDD
# * = called active by the depositor; ? = inconclusive; . = no result given. Compounds as they come; 2.1% or so of the library scored in one or more.
SMILES,CIT2-GFP yeast,CR mimetic SO,AGP1 TOR yeast,MEX-5 binding,GLD-1 TGE inh,Bcl-xL primary,GRK2 aptamer HTS,MCL1-BIM inh,VLA-4 inh
O=C(Cc1ccccc1)NC(C(=O)O)C(O)c1ccc([N+](=O)[O-])cc1 (centres undefined),97,108,96,-5.0,2,2,0,0,-5
Clc1ccc(CSc2nnc(-c3sccc3-n3cccc3)o2)cc1,98,87,97,-1.4,2,3,1,0,-66
C#CCOc1c(/C=C\c2nc(O)c([N+](=O)[O-])c(=O)[nH]2)cc(Br)cc1OC,109,100,102,3.1,2,7,4,1,6
O=C(Nc1nccs1)C1CCN(S(=O)(=O)c2ccccc2)CC1,103,106,95,2.1,-3,4,1,8,2
COc1ccc(NC(=O)COC(=O)c2ccc(Br)o2)cc1OC,79,99,95,1.0,3,-4,0,-1,-1
CCc1nccn1S(=O)(=O)c1ccc(OC)c(OC)c1,100,96,109,-0.1,-1,3,0,4,31
Cc1ccc(CNC(=O)COc2ccc3c(c2)CCC3)cc1,93,104,100,-2.3,5,-2,0,-4,19
O=C(CN1CCN(c2ccccn2)CC1)Nc1ccc(F)c(F)c1,104,96,96,-3.5,-8,0,3,4,8
COc1ccc2cc(C(=O)NCc3ccccc3)c(=O)oc2c1,96,98,92,4.1,4,1,0,3,-4
COc1cccc(/C=N/NC(=O)c2cc(-c3cccn3C)n[nH]2)c1,88,89,98,-1.1,-1,3,0,-1,7
Cc1ccc(Nc2nc(CSc3nnc(-c4cccnc4)n3-c3ccccc3F)cs2)cc1,105,91,99,-0.1,3,-2,0,5,1
COc1ccc(N2CCN(CCCNC(=O)C3CCC(CNc4nc(=S)[nH]c5ccccc45)CC3)CC2)cc1 (centres undefined),99,98,104,-0.2,5,6,0,0,7
CS(=O)(=O)N1CCN(Cc2ccccc2C(F)(F)F)CC1,96,88,101,1.7,-3,-2,0,8,0
Cc1cc(C)cc(NS(=O)(=O)c2ccc(NC(=S)NC(=O)c3cccs3)cc2)c1,95,100,100,-6.5,5,2,1,8,-3
COc1ccc(C(=O)NC(=S)NNC(=O)c2ccco2)cc1,90,184,96,-3.7,-11,5,0,11,-8
COc1ccc(/C=N/NC(=O)Cn2nc(C)c([N+](=O)[O-])c2C)cc1,102,92,100,2.4,5,0,1,0,-15
CN1CCN(CCNC(=O)c2ccc3nc(-c4ccc(F)cc4)c(-c4ccc(F)cc4)nc3c2)CC1,106,123,99,0.3,-1,0,0,-6,4
CC(CCc1ccc(O)cc1)NC1C2CC3CC(C2)CC1C3 (centres undefined),95,103,99,-0.2,3,3,0,5,33
COc1ccc(/C=N/NC(=O)Cn2c(Cc3ccc(OC)c(OC)c3)nc3ccccc32)cc1OC,.,90,.,0.0,2,3,3,7,1
COc1ccc(Cc2nnc(N/N=C/c3ccc(N(C)C)cc3)[nH]c2=O)cc1OC,91,104,99,1.4,-9,4,1,3,18
Cc1ccc(-c2noc(CN(C(=O)C(c3ccccc3)c3ccccc3)C(C)C)n2)cc1,95,97,114,-1.0,4,6,1,7,-23
Fc1cccc(NC(=S)N2CCCC2)c1,97,88,110,-2.2,-7,3,0,3,-6
O=C(COC(=O)c1ccc2c(=O)n3c(nc2c1)CCC3)Nc1ccc(OC(F)F)cc1,94,105,99,-1.1,0,0,1,4,13
CCCCCC(=O)N1CCCC(c2nc(-c3ccc(OC)cc3)no2)C1 (centres undefined),108,88,106,0.2,-1,6,26,-2,9
COc1ccc(-c2n[nH]c(=S)n2-c2ccc3c(c2)OCCO3)cc1OC,94,114,98,-0.2,4,-15,0,-8,2
CC(C)C(C(=O)Nc1ccc(S(=O)(=O)N2CCOCC2)cc1)N1C(=O)c2ccccc2C1=O (centres undefined),107,99,116,0.9,-1,4,1,6,-3
Cc1cc(C)c(-n2c(SCc3nc4ccccc4s3)n[nH]c2=O)c(C)c1,85,104,99,-1.9,-2,3,3,4,14
CC1CCCCN1CC(=O)Nc1ccc(Oc2ccccc2)cc1 (centres undefined),99,100,102,3.5,2,8,1,8,-5
Cc1oc(-c2cccc(F)c2)nc1CN1CCCN(C(=O)c2ccco2)CC1,91,92,92,.,0,4,0,7,-4
CCOC(=O)c1ccc2nc(C)c3c(c2c1)OC(C)C3 (centres undefined),92,100,91,3.6,2,2,0,-3,-2
O=C(c1cc2cc(Cl)ccc2oc1=O)N1CCCCCCC1,102,111,99,-2.7,-5,2,1,2,-20
COc1ccc(S(=O)(=O)N(C)CC(=O)N2CCN(c3ccc(F)cc3)CC2)cc1OC,?,91,?,-1.5,-5,4,1,4,6
Cc1ccc2oc(-c3ccco3)cc(=O)c2c1,106,98,98,-0.5,5,2,4,7,16
COc1ccc(NC(=O)Cn2cnc3ccccc3c2=O)cc1OC,96,97,97,1.5,4,2,8,-5,11
O=C(c1ccco1)N1CCN(Cc2ccccc2F)CC1,99,101,87,-1.3,-2,6,2,6,4
CC1CCN(S(=O)(=O)c2ccc(NC(=O)CN3C(=O)NC(C)(c4ccccc4)C3=O)cc2)CC1 (centres undefined),89,105,95,-0.1,2,-9,0,-10,16
COc1ccc(C(=O)N[C@H](C(=O)OCC(=O)NC(=O)c2cccn2C)C(C)C)cc1,97,109,100,3.5,-4,4,0,-7,12
O=[N+]([O-])c1ccc(N2CCN(c3cccc(Cl)c3)CC2)nc1,100,106,106,-1.1,4,3,11,4,-4
COc1ccccc1NC(=S)NC(=O)Cc1ccccc1,93,92,101,-0.3,5,6,0,9,-9
Cc1ccc(O)c(NC(=S)NC(=O)CC(C)C)c1,101,96,99,-1.2,3,5,11,5,4
Cc1cc(C)n(CC(C)C(=O)O)n1 (centres undefined),100,89,102,-0.5,3,3,3,3,-1
CC(NC(=O)COC(=O)c1ccc2ccccc2n1)c1ccccc1 (centres undefined),105,107,101,.,-4,.,0,.,18
O=C(COC(=O)/C(=C/c1cccs1)c1cccs1)NC(c1ccccc1)c1ccccc1,102,88,98,1.8,0,2,0,-8,3
CN(C)c1nc(N)nc(Cn2ccnc2)n1,93,104,99,1.0,7,3,0,7,5
CCOC(=O)c1ccccc1N/C=C1\CCCC1=O,.,94,119,-2.4,2,-6,3,-3,8
CCOc1cc(/C=C(\C#N)c2[nH]nc(N)c2C#N)ccc1O,100,112,95,-4.5,-29,9,1,-1,-8
Cc1c(Cl)cccc1Nc1nc(N)nc(CSc2ncccn2)n1,98,114,96,-0.7,2,-2,0,1,25
CCOc1ccc(Oc2ccc(-c3nnc(-c4ccccc4)o3)cc2[N+](=O)[O-])cc1,94,97,101,0.0,-2,4,0,-1,-13
Cc1ccccc1-c1nc2sc(-c3ccccc3)cc2c(=O)o1,108,97,105,0.6,2,1,2,3,26
COc1cc(NS(=O)(=O)c2ccc(NC(=S)NC(=O)c3sc4ccccc4c3Cl)cc2)nc(OC)n1,101,82,100,1.8,2,15,0,8,17
Cc1ncc([N+](=O)[O-])n1Cc1ccc(F)cc1,111,114,111,-5.8,2,6,1,4,2
COc1cc(C2NC(=O)NC(C)=C2C(=O)OC2CCCCC2)cc(Cl)c1O (centres undefined),97,73,99,5.2,3,2,5,11,-1
COC(=O)C1=C(Cn2cnc3ccccc32)NC(=O)NC1c1cc(C)ccc1C (centres undefined),103,96,105,2.3,3,1,0,5,19
COc1ccc(/C=C/C(=O)OCC(=O)NC(=O)NC(C)(C)C)cc1,87,92,100,-1.9,10,3,0,9,22
CCn1cc(CNC(=O)/C=C/c2ccc([N+](=O)[O-])cc2)cn1,98,109,97,0.0,6,1,0,0,12
COc1cc(OC)c2c(-c3ccccc3)cc(=O)oc2c1C(CC(=O)N1CCCC1)c1ccc2c(c1)OCO2 (centres undefined),.,.,.,5.7,9,3,.,1,.
O=C(OCC(=O)c1ccc[nH]1)c1ccc(S(=O)(=O)N2CCCCCC2)cc1,101,87,108,-1.3,4,1,0,-3,-5
Cc1cccc(CC(=O)Nc2cccnc2)c1,102,92,98,0.9,0,9,1,12,10
O=C(/C=C/c1c(Cl)nc2ccccn12)Nc1ccc(F)cc1,85,90,100,-0.4,-6,7,4,-3,-1
Cc1ccc2nc(N(CCCN(C)C)C(=O)c3cc4ccccc4oc3=O)sc2c1,102,113,101,-0.9,0,6,0,-3,5

# A second format for 3 compounds above.
# Every second line gives: CIT2-GFP yeast	CR mimetic SO	AGP1 TOR yeast	MEX-5 binding	GLD-1 TGE inh	Bcl-xL primary	GRK2 aptamer HTS	MCL1-BIM inh	VLA-4 inh
> Cc1cccc(CC(=O)Nc2cccnc2)c1
→ 102	92	98	0.9	0	9	1	12	10
> O=C(/C=C/c1c(Cl)nc2ccccn12)Nc1ccc(F)cc1
→ 85	90	100	-0.4	-6	7	4	-3	-1
> Cc1ccc2nc(N(CCCN(C)C)C(=O)c3cc4ccccc4oc3=O)sc2c1
→ 102	113	101	-0.9	0	6	0	-3	5

# Random excerpt: three entries already listed, in no set order.
SMILES,CIT2-GFP yeast,CR mimetic SO,AGP1 TOR yeast,MEX-5 binding,GLD-1 TGE inh,Bcl-xL primary,GRK2 aptamer HTS,MCL1-BIM inh,VLA-4 inh
CN(C)c1nc(N)nc(Cn2ccnc2)n1,93,104,99,1.0,7,3,0,7,5
CCn1cc(CNC(=O)/C=C/c2ccc([N+](=O)[O-])cc2)cn1,98,109,97,0.0,6,1,0,0,12
COc1cc(NS(=O)(=O)c2ccc(NC(=S)NC(=O)c3sc4ccccc4c3Cl)cc2)nc(OC)n1,101,82,100,1.8,2,15,0,8,17

# Other structures
SMILES,CIT2-GFP yeast,CR mimetic SO,AGP1 TOR yeast,MEX-5 binding,GLD-1 TGE inh,Bcl-xL primary,GRK2 aptamer HTS,MCL1-BIM inh,VLA-4 inh
Cc1ccc(/C=C/C(=O)NC2CCCCCCC2)o1,87,98,85,-0.2,2,10,1,11,-4
COc1ccc(C(=O)OC(C)C(=O)NC2CCCCC2C)cc1S(=O)(=O)N1CCOCC1 (centres undefined),96,98,101,1.0,6,-9,0,-11,-12
Cc1ccccc1OCC(=O)NS(=O)(=O)c1ccc(Cl)cc1,92,106,85,0.8,0,-5,4,-13,-6
CCOC(=O)c1ccccc1NC(=O)COC(=O)CN1C(=O)C2CC=CCC2C1=O (centres undefined),98,100,97,2.2,2,6,0,2,-2
